Source: PubChem (several laboratories)
Siah-1 displacement: Siah-1 peptide-binding antagonists, primary screen, biochemical, fluorescence polarization, rhodamine-plectin, uHTS (AID 1817) | Siah-1 / rhodamine-plectin peptide fluorescence polarization; higher % means a stronger effect | displacement, % at 20 µM, or IC50 in µM where a hit was titrated | hit rate 0.02% among 290,000;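 active means displacement of at least 50% at 20 µM, with a fluorescence ratio check between 0.3 and a set limit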;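 further: plate controls were Siah plus tracer with DMSO for no effect and tracer alone without Siah for full effect; strong numbers were not always called active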
P. falciparum M17LAP: P. falciparum M17LAP inhibitors, primary screen, biochemical, fluorogenic H-Leu-NHMec substrate, 1536-well (AID 1619); recombinant M17LAP, H-Leu-NHMec fluorogenic kinetic assay; higher % means a stronger effect; one-dose inhibition, % at 30 µM; IC50 in µM for titrated hits; hit rate 0.38% among 220,000;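 active means compound inhibiting the enzyme by more than half at any dose during confirmatory dose-response retesting; inconclusive means strong single-dose inhibitors picked by rank but not retested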;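 further: plate controls were full reaction with DMSO carrier for no effect and no enzyme background for full effect; strong numbers were not always called active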
Lipid droplet: modulators of hepatic lipid droplet formation; AML12 mouse hepatocytes, oleate lipid droplets, BODIPY imaging; inhibition, % at 6.5 µM; hit rate 0.4% among 240,000; AID 1656;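 active means lipid droplet intensity inhibited by at least 50%, with more than 500 cells counted; inconclusive means wells with under 300 cells, treated as cytotoxic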
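Technique: fluorescence imaging, 20x objective, two fields per well / Assay system: AML12 hepatocytes (mouse) / Measure: % inhibition of lipid droplet signal / Doses: 6.5 µM single-point dosing / Incubation: overnight exposure / Reagent: 100 µM oleic acid challenge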
HEK293 NOD2/NF-kB: inhibition of NOD2-driven NF-kB reporter – cell-based, luminescence, uHTS, HEK293 (AID 1566); inhibition, % at 4 µM, or EC50 in µM where a hit was titrated; HEK293 NOD2/NF-kB luciferase reporter, luminescence; higher % means a stronger effect; hit rate 0.63% among 290,000; further: many of its hits are not listed in these tables
AID2073: inhibitors of Mint1-CaV2.2 protein interaction, biochemical, HTRF (AID 2073) | HTRF protein-protein interaction, Mint1-CaV2.2; higher % means a stronger effect | one-dose inhibition, % at 20 µM; IC50 in µM for titrated hits | hit rate 0.19% among 290,000; in the data active means inhibition mostly above about 51%, no sharp cut-off; inconclusive means no clear call, values can overlap the other calls; inactive means mostly below about 53%; further: some results filed as inactive read as strong as hits
ER stress rescue: protection against thapsigargin-triggered cell killing – 384-well, CSM14.1, ATP luminescence, primary screen (AID 1222); CSM14.1 thapsigargin-induced death rescue, ATP luminescence; higher % means a stronger effect; cellular ATP content (survival), % at 20 µM; hits with a dose series show EC50 in µM; 190,000 tested, under 10 active;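 active means EC50 below 50 µM in the dose-response confirmation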;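 further: death triggered by thapsigargin at about 15 µM added after 2 h compound pretreatment; cell ATP read after overnight thapsigargin exposure of roughly 18 to 22 hours; normalized against plate controls of thapsigargin alone and 5% DMSO vehicle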
LYP inhibition: inhibitors of LYP phosphatase, biochemical, fluorescence intensity, uHTS (AID 1779); inhibition, % at 11.5 µM; hits with a dose series show IC50 in µM; hit rate 0.054% among 290,000; recombinant LYP phosphatase, fluorescence intensity; higher % means a stronger effect;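 further: plate controls were vehicle with enzyme for no effect and no enzyme for full effect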
P. falciparum M1AAP: P. falciparum M1AAP inhibitors, biochemical, fluorogenic H-Leu-NHMec substrate, 1536-well (AID 1445). recombinant M1AAP, H-Leu-NHMec fluorogenic kinetic assay; higher % means a stronger effect. one-dose inhibition, % at 30 µM; IC50 in µM for titrated hits. hit rate 0.42% among 220,000;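 active means primary inhibition above the hit cutoff, then over 50% inhibition at one or more dose response concentrations, cut at about 23% in these data, passing the limit was not always enough; inconclusive means conflicting primary data, or primary hits not chosen for dose response; inactive means low primary inhibition, or under 50% at every dose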;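 further: plate controls were DMSO full reaction for no effect and no enzyme background for full effect; strong numbers were not always called active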
XIAP antagonists: small molecules displacing peptide from XIAP – biochemical, IAP family, fluorescence polarization (AID 1018); hit rate 0.007% among 200,000; XIAP BIR domain, fluorescence polarization peptide displacement; higher % means a stronger effect; displacement, % at 20 µM; hits with a dose series show IC50 in µM; in the data active means displacement above about 50%; further: a part of the inactive calls stands beside numbers as strong as those of hits
Lipid droplet cells 6.5 µM: further read-out of Lipid droplet, marked with its call; cell count; measured here: cell count, cytotoxicity flag;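 cells counted across two imaged fields per well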
* hit, by the source's call; ? = inconclusive; / = no result given. Unless noted, no stated cut-off is given here; in the data, active means inhibition above about 50%; inactive means the rest. Not all compounds are listed; count on the stated rates, not on these rows.

smiles	Siah-1 displacement	P. falciparum M17LAP	Lipid droplet	Lipid droplet cells 6.5 µM	HEK293 NOD2/NF-kB	AID2073	ER stress rescue	LYP inhibition	P. falciparum M1AAP	XIAP antagonists
CN(CC(=O)Nc1ccccc1Cl)C(=O)COC(=O)c1nc(Cl)c(Cl)c(Cl)c1Cl	-10%	/	3	879	-25%	-16%	/	0%	/	/
COc1ccc(-c2csc(Nc3ccc(C)cn3)n2)cc1	-6%	1%	22	780	-36%	-7%	2.1%	-6%	9%	-1.4%
CC(=O)NCCC(=O)NCC1(N(C)Cc2ccccc2)Cc2ccccc2C1	10%	/	9	851	-2%	-6%	/	-8%	/	/
Cc1nc(NCc2ccco2)[nH]c(=O)c1CCC(C)C	-2%	7%	-10	689	10%	3%	/	5%	1%	-6.0%
CCC1=C(OC(=O)N(CC)CC)N2C(=O)OC(=NCCc3c[nH]c4ccccc34)[C@]2(C)[C@H]2C1=CC[C@H]1C(=O)NC(=O)[C@H]12	-5%	-10%	-3	719	-10%	7%	/	-10%	-3%	/
COCCCN(C(=O)c1ccco1)c1nc(-c2ccc(OC)cc2)cs1	2%	/	-1	814	-1%	-2%	/	1%	/	/
C/C(Cc1ccccc1)=N/NC(=O)CNC(=O)C(c1ccccc1)c1ccccc1	-1%	1%	-6	770	2%	14%	/	1%	-2%	/
O=C(Cc1ccc(-n2cccc2)cc1)NCc1cccs1	1%	3%	/	/	-24%	9%	0.4%	-5%	8%	-3.1%

Ordered by SMILES length (largest number first): seven of the compounds above
smiles	Siah-1 displacement	P. falciparum M17LAP	Lipid droplet	Lipid droplet cells 6.5 µM	HEK293 NOD2/NF-kB	AID2073	ER stress rescue	LYP inhibition	P. falciparum M1AAP	XIAP antagonists
CCC1=C(OC(=O)N(CC)CC)N2C(=O)OC(=NCCc3c[nH]c4ccccc34)[C@]2(C)[C@H]2C1=CC[C@H]1C(=O)NC(=O)[C@H]12	-5%	-10%	-3	719	-10%	7%	/	-10%	-3%	/
CN(CC(=O)Nc1ccccc1Cl)C(=O)COC(=O)c1nc(Cl)c(Cl)c(Cl)c1Cl	-10%	/	3	879	-25%	-16%	/	0%	/	/
C/C(Cc1ccccc1)=N/NC(=O)CNC(=O)C(c1ccccc1)c1ccccc1	-1%	1%	-6	770	2%	14%	/	1%	-2%	/
CC(=O)NCCC(=O)NCC1(N(C)Cc2ccccc2)Cc2ccccc2C1	10%	/	9	851	-2%	-6%	/	-8%	/	/
COCCCN(C(=O)c1ccco1)c1nc(-c2ccc(OC)cc2)cs1	2%	/	-1	814	-1%	-2%	/	1%	/	/
COc1ccc(-c2csc(Nc3ccc(C)cn3)n2)cc1	-6%	1%	22	780	-36%	-7%	2.1%	-6%	9%	-1.4%
O=C(Cc1ccc(-n2cccc2)cc1)NCc1cccs1	1%	3%	/	/	-24%	9%	0.4%	-5%	8%	-3.1%

Continuation.
smiles	Siah-1 displacement	P. falciparum M17LAP	Lipid droplet	Lipid droplet cells 6.5 µM	HEK293 NOD2/NF-kB	AID2073	ER stress rescue	LYP inhibition	P. falciparum M1AAP	XIAP antagonists
COc1ccc(S(=O)(=O)NC2CCCC2)cc1Cl	0%	/	-10	602	14%	-3%	/	-8%	/	/
CCCSc1nnc(Sc2nnnn2-c2ccccc2)s1	-5%	0%	-127	324	-18%	2%	-1.0%	-10%	2%	-2.6%
Cc1ccc(Nc2nc(-c3c(C)nc4ncccn34)cs2)cc1	0%	-5%	/	/	-38%	8%	-7.3%	-5%	1%	-1.5%
COc1ccc(CN(CC(=O)NCC2CCCO2)C(=O)CCC(=O)Nc2nccs2)cc1 (stereo not drawn)	1%	/	7	829	-23%	9%	/	-7%	/	/
CC1=C(C(N)=O)C(c2ccccn2)n2nc(SCc3ccccc3Cl)nc2N1 (stereo not drawn)	2%	12%	/	/	-3%	2%	-0.6%	-4%	4%	-4.2%
COc1ccc2c(c1OC)C(=O)N(c1ccc(O)cc1)C2	-1%	/	6	817	-35%	17%	/	-7%	/	/
CC(=O)N1CCc2cc(S(=O)(=O)CCC(=O)N3CCN(c4ccccc4F)CC3)ccc21	-4%	/	0	709	18%	6%	/	-8%	/	/
c1cnc2ccc(C(c3nnnn3C3CCCC3)N3CCSCC3)cc2c1 (stereo not drawn)	-12%	10%	-4	745	6%	10%	-2.7%	-6%	5%	-9.6%
COCc1cc(CN(C)C(=O)C2CCC(=O)N(Cc3cccc(OC)c3)C2)[nH]n1 (stereo not drawn)	-2%	/	-25	756	8%	-9%	/	-5%	/	/
COc1cccc(NC(=O)Cn2c(=O)n(C)c(=O)c3sc4c(c32)COC(C)(C)C4)c1	2%	/	-34	676	-4%	-3%	/	-4%	/	/
COC(=O)c1nc2ccc(C)cn2c1F	-2%	1%	/	/	-24%	2%	-1.6%	-4%	12%	-15%
Cc1ccc(CNC(=O)c2nn(C)c3c2CS(=O)(=O)c2ccccc2-3)cc1	2%	/	-1	722	20%	0%	/	-1%	/	/
COC(=O)C1=NN(c2ccc(OC)cc2)C2C(=O)N(c3ccccc3OC)C(=O)C12 (stereo not drawn)	9%	5%	-1	754	10%	11%	/	-4%	1%	/
CCOC(=O)c1cc(-c2ccccc2)n[nH]1	10%	-8%	-2	689	-21%	-5%	/	-8%	3%	/
CC1(c2ccccc2Cl)NC(=O)N(CC(=O)NCCC2=CCCCC2)C1=O (stereo not drawn)	-3%	-3%	-2	688	-17%	-10%	-2.3%	0%	2%	-10%
O=C(CN1C(=O)S/C(=C/c2cc(Br)cs2)C1=O)N1CCOCC1	-2%	6%	-10	541	7%	-8%	-1.6%	-9%	8%	-4.3%
O=C(Nc1ccc(N2CCCC2)c(S(=O)(=O)Nc2cccc(C(F)(F)F)c2)c1)c1cccs1	-4%	1%	-37	632	5%	9%	-2.4%	8%	7%	-22%
Cc1cc(=O)[nH]c2c(C)cc(S(=O)(=O)Nc3ccc(O)cc3)cc12	-3%	/	-12	853	3%	0%	/	-8%	/	/
CCN(CC)C(=O)Oc1ccc2c(=O)c(-c3ccccc3)coc2c1	-1%	-11%	/	/	-62%	-4%	-1.9%	-5%	-2%	-1.9%
CNC(=O)CN(c1ccc(C(C)C)cc1)S(C)(=O)=O	-1%	0%	6	806	-7%	5%	-2.3%	-12%	5%	-4.2%
CCOc1ccc(NC(=O)c2ccc3c(=O)n(-c4ccc(OC)cc4OC)c(=S)[nH]c3c2)cc1	0%	/	-12	734	43%	-9%	/	2%	/	/
CCCCCCCOc1ccc(OC(=O)c2ccncc2)cc1	3%	-1%	-1	532	8%	-7%	-0.2%	2%	-4%	4.0%
CN(/N=C/c1cccnc1)C1=NS(=O)(=O)c2ccccc21	-1%	1%	0	630	3%	0%	-2.2%	-4%	8%	-24%
O=C(Nc1ccc(N2CCOCC2)cc1)Nc1ccc(Cl)c(Cl)c1	-2%	5%	20	766	-53%	-8%	-0.5%	-2%	4%	-19%
NC(=O)[C@@H]1CCCNc2c(I)cc([N+](=O)[O-])cc2C(=O)N[C@@H](Cc2ccccc2)C(=O)N[C@@H](Cc2cnc[nH]2)C(=O)N1	-3%	6%	-19	767	12%	-25%	8.8%	-3%	7%	-7.4%
CSc1ncccc1C(=O)OCc1ccccc1Cl	-2%	5%	-4	675	-12%	-3%	-0.5%	-1%	3%	-5.1%
Cc1cccn2cc(CNC(=O)C3CCCCC3)nc12	14%	3%	2	749	20%	13%	-0.8%	-8%	4%	-5.1%
C(#Cc1ccccc1)CN1CCN(c2ccccn2)CC1	1%	3%	/	/	-32%	0%	1.0%	-9%	3%	-4.5%
Cc1ccccc1Cn1c(=O)n(C)c(=O)c2sccc21	-6%	/	-15	782	15%	6%	/	-9%	/	/
O=C(CCS(=O)(=O)c1ccccc1)N1CCN(c2ccccc2)CC1	0%	/	-21	698	-36%	9%	/	-15%	/	/
CN1CCN(C(=O)c2cc3sc4ccccc4c3s2)CC1	-4%	8%	9	721	-173%	12%	/	5%	2%	/
CCCCn1nnc(NC(=O)COc2ccc(Cl)c(C)c2)n1	-2%	6%	16	813	-3%	2%	-1.1%	-4%	1%	-4.5%
Cc1oc(-c2ccc(-c3ccccc3)cc2)nc1CN1CCN(CC(=O)N(C)C)CC1	-1%	/	-6	713	-157%	-8%	-0.9%	-3%	/	-3.5%
COc1ccccc1N(CC(=O)NC1CCCCC1)C(=O)CNC(=O)c1cccs1	-6%	/	-7	724	9%	6%	/	-8%	/	/
Cc1ccc(C(C)n2cc(C(=O)NCc3cccnc3)nn2)cc1 (stereo not drawn)	-1%	-30%	0	747	2%	4%	-2.5%	-9%	-5%	-6.2%
CCC(=O)c1cc(-c2nc3ccccc3n2C)n(C)c1	-2%	12%	32	703	-12%	?	-0.4%	2%	0%	-3.2%
COCCNC(=O)c1ccc(N2CCC3(CC2)OCCO3)c([N+](=O)[O-])c1	3%	5%	7	669	3%	?	-1.4%	5%	16%	-5.2%
CN(C1CCCCC1)S(=O)(=O)c1cc2c(cc1Cl)NC(=O)CO2	6%	/	-2	667	24%	17%	/	-9%	/	/
COCc1cc(C)n(CC(=O)NC(C)c2ccccc2)c(=O)c1C#N (stereo not drawn)	-2%	-10%	/	/	2%	-4%	-2.4%	-12%	11%	-4.7%
CCc1ccc(NC(=S)NC2CC3CCC(C2)N3Cc2ccco2)cc1 (stereo not drawn)	-4%	8%	4	574	5%	2%	-1.3%	3%	-4%	-4.3%
O=c1nc(Nc2ccc(OCc3ccccc3)cc2)sc2ncccc12	5%	-9%	3	678	-17%	4%	5.8%	-4%	0%	-4.8%
C=CCn1c(=O)c(C(=O)Nc2ccc(C)cn2)c(O)c2ccccc21	2%	/	-1	830	10%	10%	/	-8%	/	/
COC(=O)CNC(=O)C(CCSC)NC(C)=O (stereo not drawn)	11%	8%	-2	712	23%	11%	0.6%	-8%	1%	-3.6%
CC(C)c1nc(CNC(=O)CCc2nnc(-c3ccsc3)o2)cs1	15%	-15%	19	746	11%	0%	0.6%	-9%	-10%	-1.2%
CC(CNC(=O)C(C)(C)C)NC(=O)C(C)(C)C (stereo not drawn)	8%	3%	-6	729	5%	0%	-1.4%	-6%	-3%	-2.3%
Cc1csc(N/N=C/c2ccc([N+](=O)[O-])cc2)n1	-1%	/	-2	791	-28%	1%	/	-8%	/	/
O=C1OCC(CO)(CO)N=C1NNc1cc(Cl)ccc1Cl	-7%	19%	-3	546	-105%	-5%	-4.6%	1%	-1%	-6.1%
